SF1 activator: activators of human nuclear receptor SF-1. Q13285. CHO-K1 Gal4-SF-1 LBD luciferase reporter; % increase over DMSO SF-1-specific signal. 65,000 compounds, 1.9% hits. activation, % at 10 µM;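 active = activation above the mean activation of all tested compounds plus 3 SD, cut at about 50% in these data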
Target sequence (Q13285 whole entry, looked up, the tested form may be a part): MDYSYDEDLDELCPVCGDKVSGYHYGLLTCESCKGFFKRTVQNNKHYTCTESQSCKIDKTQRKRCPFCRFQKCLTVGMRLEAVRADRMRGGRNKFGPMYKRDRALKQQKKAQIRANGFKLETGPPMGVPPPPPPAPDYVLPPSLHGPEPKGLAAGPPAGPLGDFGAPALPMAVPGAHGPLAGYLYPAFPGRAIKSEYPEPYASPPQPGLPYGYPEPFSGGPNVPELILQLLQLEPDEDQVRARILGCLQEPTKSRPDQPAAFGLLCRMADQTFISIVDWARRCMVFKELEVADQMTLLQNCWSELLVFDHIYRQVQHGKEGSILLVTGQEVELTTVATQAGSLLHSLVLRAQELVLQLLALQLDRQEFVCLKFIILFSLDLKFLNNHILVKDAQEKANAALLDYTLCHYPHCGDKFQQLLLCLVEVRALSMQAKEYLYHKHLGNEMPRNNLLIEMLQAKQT
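Material: Transient Gal4-SF-1 LBD reporter, CHO-K1 | Input: 4,000 cells/well | Dosing: One dose, 10 µM compound, 1% DMSO | Incubation: 20 h compound treatment, 37 °C | Detection: SteadyLite luciferase luminescence | Evaluation: Percent activation relative to DMSO median and mock-transfected background | Benchmarks: DMSO-treated SF-1-transfected cells as negative, DMSO-treated mock-transfected cells lacking SF-1 as background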
Ecoli tolC: blocks growth of E. coli BW25113 tolC mutant; OD615; growth inhibition, % at 10 µM (by protocol); 65,000 compounds, 2.2% hits; AID 573;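 active = growth inhibition at or above a cutoff equal to the mean over every tested compound plus 3 SD, cut at about 60% in these data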;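 note: growth measured after 20 h incubation at 37 °C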
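Doses: one dose of 10 µM final / Material: E. coli BW25113 ΔtolC::kan, tolC deletion mutant strain / Buffer or medium: LB with kanamycin 50 µg/mL / Evaluation: percent growth inhibition / Detection: optical density read at 615 nm / Incubation: 37 °C, 20 h exposure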
RORA act: activates the human nuclear receptor RORA. P35398. CHO-K1 Gal4-RORA LBD luciferase reporter, luminescence; percent increase over mock-subtracted basal signal. activation, % at 10 µM. 65,000 compounds, 1.5% hits;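 active = activation above the mean of all tested compounds plus 3 SD, cut at about 49% in these data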;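 note: 0% = DMSO-treated RORA cells and 100% = added signal equal to DMSO minus mock-transfected cells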
TNAP act DEA: activates human TNAP at intermediate phosphate acceptor concentration; purified TNAP, CDP-star luminescence, 100 mM DEA, 30 min; stronger effect = higher value; scale: 0 levamisole-inhibited, 1 vehicle-only enzyme; 64,000 tested, under 10 active; AID 813; activation factor at 20 µM;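 active = activation factor of at least 2 at 20 µM, relative to controls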
NADH enzymes: inhibitors of enzymes used to reach an NAD/NADH endpoint. coupled PK/LDH NADH assays, four targets. IC50, µM (titrated, usually from 10 µM), without a hit: at the highest dose inhibition. 65,000 compounds, 0.02% hits. AID 774;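 active = single-dose screening hits from any of four coupled enzyme assays that gave an IC50 when retested across doses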;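 note: the DPM-DC format reads NADH fluorescence rather than 340 nm absorbance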
Ec RNAP inh: blocks E. coli RNA polymerase transcription; P0A8V2; fluorescence transcription assay; inhibition, %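 (tested at 10 µM)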; 62,000 compounds, 0.2% hits; AID 559; in the data active = inhibition above about 20%;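 note: 0% = enzyme without compound and 100% = no enzyme blank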
M1 ag: activates the M1 muscarinic receptor; 64,000 compounds, 3% hits; B-score at 10 µM; CHO-M1 cells, Fluo-4 calcium fluorescence, agonist mode; stronger effect = higher value; AID 626;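 active = fluorescence rise, raw or as B-score row- and column-corrected plate score, outside the 99.7% band of its plate's samples, either direction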
Fluor 339 460: intrinsic fluorescence of library compounds, ex339/em460 – biochemical, MLSMR library, data from DPM-DC assay, artefact control, profiling panel. 65,000 compounds, 5.5% hits. compound autofluorescence, ex339/em460 nm, NADH buffer; stronger effect = higher value; 1 = no-compound wells, NADH background. fluorescence fold increase at 10 µM;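 active = at 10 µM, mean starting fluorescence two-fold or more over control wells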;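 note: signal is the first read of a kinetic run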
M1 antag: antagonists of rat M1 muscarinic receptor; P08482; 64,000 compounds, 3.4% hits; AID 628; B-score at 10 µM; CHO-M1 cells, Fluo-4 calcium, ACh EC80 antagonist mode; stronger effect = lower value;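 active = calcium fluorescence response, raw or row-and-column corrected B-score, differing from the plate sample mean either way at a set confidence level, mostly lower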
* = called active by the depositor; [ ] = another dose, or the depositor's remark.

Screens by letter: A = SF1 activator; B = Ecoli tolC; C = RORA act; D = TNAP act DEA; E = NADH enzymes; F = Ec RNAP inh; G = M1 ag; H = Fluor 339 460; I = M1 antag
> CCOC(=O)Nc1ccc2c(c1)N(C(=O)CCN1CCOCC1)c1ccccc1S2
  A: -8; B: 38; C: -24; D: 0.9; E: 4%; F: 9; G: -0.56; H: 1.1; I: -6.5*

> CCCc1cc(C(N)=S)ccn1
  A: 18; B: 3; C: -4; D: 1; E: 8%; F: 13; G: -0.12; H: 1; I: 0.012

> CN1CCN(c2c(F)cc3c(=O)c(C(=O)O)cn4c3c2SCC4)CC1
  A: -8; B: 100*; C: 18; D: 0.9; E: 2%[fluoresces]; F: 0; G: -0.6; H: 3.8*; I: 0.59

> CN(C)CCOC(=O)C(c1ccccc1)C1(O)CCCC1 (stereo not given)
  A: -11; B: -16; C: -23; D: 0.8; E: 3%; F: 11; G: 0.17; H: 1; I: -12*

> COc1cc(C(=O)NCCCCCC(=O)O)cc(OC)c1OC
  A: -1; B: -12; C: -10; D: 0.9; E: 6%; F: 9; G: -1.5; H: 1.1; I: -0.048

> CCN(CC)CCOC(=O)C(c1ccccc1)c1ccccc1
  A: -2; B: 9; C: -6; D: 0.9; E: 2%; F: 7; G: 0.14; H: 1; I: -13*

By substructure: the compounds so far with sulfur (three)
Screens by letter: A = SF1 activator; B = Ecoli tolC; C = RORA act; D = TNAP act DEA; E = NADH enzymes; F = Ec RNAP inh; G = M1 ag; H = Fluor 339 460; I = M1 antag
> CCOC(=O)Nc1ccc2c(c1)N(C(=O)CCN1CCOCC1)c1ccccc1S2
  A: -8; B: 38; C: -24; D: 0.9; E: 4%; F: 9; G: -0.56; H: 1.1; I: -6.5*

> CCCc1cc(C(N)=S)ccn1
  A: 18; B: 3; C: -4; D: 1; E: 8%; F: 13; G: -0.12; H: 1; I: 0.012

> CN1CCN(c2c(F)cc3c(=O)c(C(=O)O)cn4c3c2SCC4)CC1
  A: -8; B: 100*; C: 18; D: 0.9; E: 2%[fluoresces]; F: 0; G: -0.6; H: 3.8*; I: 0.59

Arranged by the number under NADH enzymes (low to high): 3 from the list above
compound | NADH enzymes
CCOC(=O)Nc1ccc2c(c1)N(C(=O)CCN1CCOCC1)c1ccccc1S2 | 4%
COc1cc(C(=O)NCCCCCC(=O)O)cc(OC)c1OC | 6%
CCCc1cc(C(N)=S)ccn1 | 8%

Screening data (PubChem BioAssay)

Not all compounds are listed; count on the stated rates, not on these rows.
